High-throughput results: PubChem, several laboratories
Efflux pump inh: inhibitors of Candida antifungal efflux pumps expressed in yeast; S. cerevisiae Candida pump triplex, Nile Red efflux; inhibition, % at 10 µM; 330,000 compounds, 0.44% hits;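 active means plate passing quality check with inhibition over a set limit, or well fluorescence over plate mean plus 4 SD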;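 further: Nile Red retained in pooled yeast measured as flow cytometry median fluorescence; 0% = buffer negative control and 100% = Enniatin B positive control; higher means more Nile Red kept so more efflux inhibition; some compounds called inactive have numbers as strong as hits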
Bcl-xL primary: Bcl-xL (human) inhibition | Q07817 | GST-Bcl-xL / FITC-Bim BH3 peptide fluorescence polarization | inhibition, % at 10.9 µM | 320,000 compounds, 0.7% hits | AID 2129;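 active means inhibition above the mean of all tested compounds plus 3 SD, cutoff set per campaign, cut at about 30% in these data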;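 further: 0% = DMSO wells and 100% = unlabeled Bim-BH3 peptide competitor; inhibitors lower millipolarization by displacing the labeled peptide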
Target sequence (Q07817 whole entry, looked up): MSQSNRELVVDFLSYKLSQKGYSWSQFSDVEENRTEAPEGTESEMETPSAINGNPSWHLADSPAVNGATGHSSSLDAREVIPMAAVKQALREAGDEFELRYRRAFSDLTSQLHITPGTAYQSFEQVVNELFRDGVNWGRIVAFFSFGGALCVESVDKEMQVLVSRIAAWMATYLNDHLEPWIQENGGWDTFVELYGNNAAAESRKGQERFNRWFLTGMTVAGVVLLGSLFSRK
Fam108B counter: blocks mouse Fam108B hydrolase in RBBP9 counter-screen. recombinant Fam108B, FP-Rh probe fluorescence polarization. inhibition, % at 9.51 µM. 300,000 compounds, 0.33% hits. AID 1947;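 active means inhibition above the screen mean inhibition plus 3 SD, computed separately per campaign, cut at about 18% in these data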;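 further: inhibitors lower polarization as less probe binds the enzyme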
MEX-5 binding: C. elegans MEX-5 TCR-2 RNA binding activity; MEX-5/FITC-TCR2 RNA binding, fluorescence polarization; stronger effect = lower value; AID 1832; activity score (negative = inhibition of binding), % at 10 µM; 300,000 compounds, 0.38% hits;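 active means inhibition past about -25% in most replicates, and total fluorescence under double the plate's negative control median, limit read from the data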;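 further: 0% = DMSO and -100% = 5 µM competing unlabeled TCR2 RNA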
EBNA-1 inhibitor: blocks EBNA-1 binding to DNA; inhibition, % at 14.8 µM; EBNA-1 DNA binding, fluorescence polarization; 300,000 compounds, 0.34% hits; AID 1950; in the data active means inhibition above about 28%
GLD-1 TGE inh: GLD-1-TGE RNA interaction inhibition (C. elegans) | 320,000 compounds, 0.44% hits | inhibition, % at 5.96 µM | Q17339 | purified GLD-1 + fluorescein TGE RNA, fluorescence polarization;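 active means percent inhibition above a per-plate cutoff, the plate mean of test compounds plus 3 SD, cut at about 30% in these data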;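 further: 0% = DMSO wells with GLD-1 and probe and 100% = wells lacking GLD-1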
Target sequence (Q17339 whole entry, looked up): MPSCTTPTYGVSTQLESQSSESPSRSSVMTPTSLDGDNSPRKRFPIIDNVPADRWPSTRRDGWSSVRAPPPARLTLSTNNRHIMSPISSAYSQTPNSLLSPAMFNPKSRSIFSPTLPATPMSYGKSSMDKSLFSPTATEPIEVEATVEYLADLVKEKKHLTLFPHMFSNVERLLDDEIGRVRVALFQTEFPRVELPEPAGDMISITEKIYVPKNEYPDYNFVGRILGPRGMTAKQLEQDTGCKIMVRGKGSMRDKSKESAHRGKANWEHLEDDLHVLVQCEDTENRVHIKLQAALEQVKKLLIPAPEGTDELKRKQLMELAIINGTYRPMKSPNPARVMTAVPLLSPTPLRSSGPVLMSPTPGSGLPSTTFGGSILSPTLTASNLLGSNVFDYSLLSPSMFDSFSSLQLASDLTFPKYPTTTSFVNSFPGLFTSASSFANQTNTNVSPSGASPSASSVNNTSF
ZTA counter: blocks Epstein-Barr virus ZTA, an EBNA-1 counter-screen; P03206; ZTA-DNA binding, fluorescence polarization; inhibition, % at 11 µM; 320,000 compounds, 0.15% hits; in the data active means inhibition above about 33%
CR mimetic SO: yeast age-related superoxide inhibition as caloric restriction mimetic; AID 2690; S. cerevisiae aged cells, superoxide DHE fluorescence; stronger effect = lower value; 330,000 compounds, 0.18% hits; superoxide response (% of plate mean), % at 10 µM;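 active means superoxide response under a set limit, about three screen SD below normal, cut at about 65% in these data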;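 further: yeast aged for seven days with compound at 30 °C before DHE staining; 100% = average MFI of all compound-treated wells on the plate with controls excluded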
MCL1 BIM primary: MCL1-BIM-BH3 interaction inhibition (human); 320,000 compounds, 0.68% hits; inhibition, % at 10.9 µM; GST-MCL1 / FITC-Bim-BH3 fluorescence polarization;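 active means inhibition above the mean inhibition of all tested compounds plus 3 SD, set per campaign, cut at about 40% in these data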;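 further: 0% = DMSO wells and 100% = unlabeled Bim-BH3 peptide control; higher means more loss of mP so more displacement of Bim peptide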
Target sequence (Q07820 whole entry, looked up): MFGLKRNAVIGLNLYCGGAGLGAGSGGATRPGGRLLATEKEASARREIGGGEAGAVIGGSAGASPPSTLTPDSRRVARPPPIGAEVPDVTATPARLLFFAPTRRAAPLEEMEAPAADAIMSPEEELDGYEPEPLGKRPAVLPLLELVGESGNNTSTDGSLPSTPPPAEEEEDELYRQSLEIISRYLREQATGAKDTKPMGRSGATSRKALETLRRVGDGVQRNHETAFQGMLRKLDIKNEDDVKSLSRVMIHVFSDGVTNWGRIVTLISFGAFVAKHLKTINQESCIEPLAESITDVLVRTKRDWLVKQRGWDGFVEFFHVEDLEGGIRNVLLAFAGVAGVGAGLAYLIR
The depositor's hits bear a star; . = not tested or not shown. Compounds as they come; overall some 2.3% were active at least once.

SMILES | Efflux pump inh | Bcl-xL primary | Fam108B counter | MEX-5 binding | EBNA-1 inhibitor | GLD-1 TGE inh | ZTA counter | CR mimetic SO | MCL1 BIM primary
O=C(N/N=C/c1cccs1)c1cc(-c2ccncc2)nc2ccccc12 | -0.6 | 2 | -1 | -0.7 | -14 | -1 | 10 | 110 | -3
COc1cccc(NC(=O)Cn2nnc(-c3ccccc3N)n2)c1 | -0.2 | 5 | 1 | 0.7 | -1 | 3 | -20 | 74 | 2
CN1CCN(S(=O)(=O)c2ccc(NC(=O)C(C)(C)C)cc2)CC1 | 0.0 | 2 | -4 | -0.6 | 2 | 0 | 4 | 96 | -2
CCCS(=O)(=O)c1nc(S(=O)(=O)c2ccc(C)cc2)c(NCCCN2CCOCC2)s1 | 0.0 | 0 | 1 | 1.9 | 11 | 4 | 13 | 107 | 6
COC(=O)c1sccc1NC(=O)CSc1nnnn1-c1ccccc1C | 0.0 | 3 | 5 | -0.4 | 3 | -12 | 9 | 72 | 2
O=C(NCCCN1CCOCC1)/C(=C/c1cccs1)NC(=O)c1ccccc1 | -0.1 | 6 | 10 | 1.6 | 4 | 5 | -11 | 104 | 7
CCc1nnc(NC(=O)CCC(=O)N2CCN(c3cc(Cl)ccc3C)CC2)s1 | -0.3 | 6 | 0 | 1.2 | 9 | 5 | 6 | 109 | 2
Cc1sc(N/N=C/c2cccnc2)nc1-c1ccc(Cl)cc1 | -0.1 | 8 | 5 | -0.4 | 0 | -5 | -16 | 85 | 9
O=C(Nc1ccc(NC(=O)C2CC2)cn1)c1ccccc1Cl | 0.0 | 3 | 2 | -0.5 | -11 | -7 | 0 | 104 | -6
COc1cc([C@@H]2CC=C(C(=O)O)[C@H](c3ccc(F)cc3)N2S(=O)(=O)c2ccc(C)cc2)cc(OC)c1OC | -0.1 | 4 | -3 | . | 10 | 5 | -1 | 101 | 6
Cc1nc(NC(=S)NC(=O)COc2ccccc2Cl)ccc1Br | -1.2 | 1 | 7 | -2.4 | -6 | 0 | -4 | 104 | 6
N#CC1C(=O)NC(N2CCN(c3ccccc3)CC2)=NC12CCCCC2 (centres undefined) | -0.1 | 7 | -5 | -2.2 | 11 | 7 | 18 | 101 | 6
COc1ccc(-c2nnc(SCC(=O)Nc3cccc(Cl)c3)o2)cc1 | -0.3 | -7 | -5 | 0.5 | 9 | 1 | 2 | 117 | 2
COc1ccc(CNC(=O)c2ccc(Br)cc2)cc1 | 0.1 | 0 | 1 | -1.1 | -12 | -2 | 6 | 102 | 3
CC1=C(C(=O)O)N2C(=O)C(NC(=O)c3ccn(C)n3)C2SC1 (centres undefined) | 0.0 | 6 | 5 | . | 6 | -2 | -8 | 81 | 8
CCOc1ccccc1-n1c(SCC(=O)NC(C)CC)nnc1-c1ccoc1C (centres undefined) | 0.0 | 2 | 1 | 1.2 | -2 | 9 | 6 | 98 | -5
COC(=O)[C@@]12CCCCN1[C@H](c1ccc(-c3ccc(OC)cc3)c(OC)c1)[C@@H]1C(=O)N(C)C(=O)[C@@H]12 | 0.0 | 0 | 0 | . | -2 | 6 | -1 | 103 | -3
CCCCN(C(=O)c1cnc(C)cn1)c1c(N)n(CCC)c(=O)[nH]c1=O | -0.2 | 6 | . | . | . | -2 | -10 | 99 | 4
COC(=O)CCN(c1ccccc1)S(=O)(=O)c1cc(-c2cc(C)no2)ccc1C | -0.2 | 6 | -1 | 0.7 | -11 | 6 | 9 | 94 | 7
Cc1ccc(N(CC(=O)NC2CCCC2)C(=O)c2nsc(Cl)c2Cl)cc1 | -0.2 | 0 | -1 | -1.7 | 6 | 1 | 2 | 103 | 4
Cc1c(C=N)c(O)n(C)c(=O)c1C#N | -0.1 | 0 | 4 | -2.4 | 3 | -12 | 2 | 107 | -2
O=C(O)c1cccnc1SC1CC(=O)N(c2ccccc2)C1=O (centres undefined) | 0.0 | 8 | 2 | 2.9 | -2 | -2 | -3 | 103 | 9
O=C(CCN1C(=O)c2ccccc2C1=O)NCc1cccc(Cl)c1 | -0.6 | 5 | 2 | -2.1 | -17 | 0 | -2 | 95 | 2
O=C(Cn1cnc2ccccc21)N/N=C/c1cccs1 | -1.7 | 3 | 1 | 0.5 | 6 | -4 | 16 | 117 | 1
CCn1cc(CN2CCCC(C(=O)Nc3cccc(-n4cccn4)c3)C2)c(C)n1 (centres undefined) | 0.1 | 1 | 0 | 0.5 | 1 | 1 | 4 | 104 | 13
CCOC(=O)CNC(=O)Cn1cnc2c(nnn2-c2ccc(OC)cc2)c1=O | 0.0 | 3 | 0 | -0.6 | 10 | 7 | 31 | 117 | 0
CC(C)(C)n1nc(C2CC2)cc1NC(=O)Nc1ccc(Cl)cc1 | 0.6 | 4 | 0 | -0.5 | -15 | -2 | 5 | 70 | -2
Cc1nc2nc(-c3ccccc3)nn2c(C)c1Cl | 0.1 | 4 | 0 | -2.0 | 4 | 4 | 9 | 104 | 1
Cc1cc(S(=O)(=O)NCC(C)C)ccc1OCC(=O)N1CCOCC1 | 0.0 | 5 | 5 | -0.7 | -2 | 1 | 15 | 108 | 4
Clc1nc(Nc2ccccc2)nc(Nc2ccccc2)n1 | 11* | 7 | -9 | 0.1 | 4 | 8 | -10 | 95 | 0
Cc1csc(SCCn2c(N3CCCC3)nc3c2c(=O)[nH]c(=O)n3C)n1 | 0.0 | 3 | -2 | -2.4 | 0 | 0 | -19 | 103 | -1
CCOC(=O)C1=C(CN2CCN(CCC#N)CC2)NC(=O)NC1c1ccc2c(c1)OCO2 (centres undefined) | 0.2 | 4 | -5 | 0.5 | 4 | 1 | 9 | 107 | -5
CCOC(=O)CSC1=Nc2ccccc2C2=NC(CC(=O)NCc3ccccc3)C(=O)N12 (centres undefined) | 0.0 | -1 | 1 | -0.7 | 2 | 0 | -2 | 114 | 7
COCCNC(=O)[C@H](CSCc1ccccc1)N1Cc2ccccc2C1=O | 0.1 | 6 | 2 | 1.0 | -10 | -3 | -10 | 105 | 0
O=C(NNC(=S)NC1CCCCC1)c1ccc2c(c1)OCO2 | 0.0 | -2 | 4 | -3.7 | -7 | 1 | -8 | 95 | 2
O=C(COc1cccnc1[N+](=O)[O-])Nc1ncc(Cl)cc1Cl | 0.1 | 64* | . | . | . | 31 | -1 | 132 | 78*
COc1ccc(-c2nc(CS(=O)CC(=O)N3CCCC3)c(C)o2)cc1 (centres undefined) | 0.0 | 5 | 1 | -1.0 | 6 | 7 | 16 | 106 | 5
O=C(NCc1ccccc1)c1ccc(OC2CSC2)cc1 | 0.2 | -1 | 0 | 0.4 | 3 | 5 | 2 | 105 | 6
CCc1cc2c(=O)c(-c3ccc4c(c3)OCCO4)coc2cc1OC(=O)c1ccco1 | -0.1 | 2 | 1 | 0.5 | 9 | 4 | 6 | 99 | 1
COc1cc(CN2CCNC(=O)C2CC(=O)NCCCC2CCCC2)cc(OC)c1 (centres undefined) | -0.1 | 9 | -1 | 1.0 | 3 | 3 | -7 | 118 | 16
O=C(O)CCC(=O)Nc1ccc(OCC(=O)O)cc1 | -0.1 | 5 | -1 | -0.1 | 1 | 5 | -7 | 102 | 3
CCCCSc1nnc([C@@H]2CCCN2C(=O)OC(C)(C)C)o1 | 0.0 | 1 | 4 | 0.2 | 5 | 0 | 1 | 97 | 6
O=C(CCc1nc2ccccc2[nH]1)Nc1ccccc1 | 0.0 | 2 | -10 | -0.8 | 0 | 6 | -23 | 96 | 1
COc1ccc(CCN=C(N)NS(=O)(=O)c2ccc(C)cc2)cc1 | 0.1 | 5 | -2 | -2.2 | -8 | -2 | 3 | 92 | 6
CC1CCCCN1S(=O)(=O)c1ccccc1[N+](=O)[O-] (centres undefined) | -0.1 | 9 | 0 | -0.1 | -8 | 2 | 11 | 111 | -2
CCOC(=O)/C(C#N)=C/Nc1cc(F)ccc1C | 0.1 | 4 | -2 | 1.0 | 0 | -4 | 1 | 111 | 7
O=C(O)c1ccc(/C=C2\SC(=S)N(NC(=O)c3ccccc3)C2=O)cc1 | -0.2 | 2 | 3 | -1.4 | 9 | -3 | 6 | 123 | -3
CS(=O)(=O)Nc1cccc(C2=NN(S(=O)(=O)c3ccccc3)C(c3cccs3)C2)c1 (centres undefined) | -0.2 | 6 | -3 | 0.3 | 7 | 2 | -19 | 90 | 10
Cc1cc(C)n(CC(=O)n2c3ccccc3c3ccccc32)n1 | -0.1 | 5 | -4 | 0.6 | -11 | 2 | -2 | 102 | -2
CCCCNC(=O)c1ccc(CS(=O)(=O)c2ccc(OC)cc2)o1 | -0.1 | 0 | -6 | -2.3 | 4 | 4 | 0 | 94 | -2
CC1CCCCN1c1nc2nonc2nc1N1CCCCC1C (centres undefined) | -0.1 | 2 | 1 | -3.2 | 0 | 5 | 12 | 106 | 2
COC(=O)c1cc(=O)n(C2CC2)c(=NC2CC2)s1 | 0.5 | -2 | 1 | . | -1 | -3 | 1 | 125 | 4
Cc1ccc(N2CC(C(=O)OCc3nnc(-c4ccccc4)o3)CC2=O)cc1 (centres undefined) | -0.2 | 0 | 11 | -1.4 | 8 | -5 | -8 | 113 | -3
O=C(O)CCn1cc(/C=C2\SC(=S)NC2=O)c(-c2ccccc2)n1 | 0.0 | -11 | -7 | 12 | -11 | -14 | -7 | 92 | -14
COc1ccc(NC(=O)Nc2ccc(OC)c(OC)c2)c([N+](=O)[O-])c1 | 0.0 | 4 | 4 | 1.2 | 5 | 1 | -3 | 102 | 19
COc1ccc(-c2cc3ccccc3oc2=O)cc1NC(=O)c1cccnc1 | 0.3 | 0 | 1 | -0.2 | -3 | 7 | -8 | 93 | 0
CC(=O)Nc1ccc(C(=O)NC(C)c2ccc(-n3ccnc3)cc2)cc1 (centres undefined) | -0.1 | 5 | 1 | 2.9 | -1 | -4 | -9 | 111 | 6
COc1ccc2cc(CCNC(=O)c3ccc(Br)o3)c(=O)[nH]c2c1 | 0.0 | -2 | 1 | 0.7 | -2 | 4 | -1 | 98 | -3
Cc1cc(NC(=O)c2cccc(S(=O)(=O)N3CCOCC3)c2)c2ccccc2n1 | -0.1 | 6 | 2 | -2.3 | 0 | 0 | 15 | 96 | 7
O=C1c2ccccc2NC2CCCCC12 (centres undefined) | 0.1 | 3 | 2 | 1.4 | -3 | 1 | 2 | 95 | 6

Record cards, from the list above:
`Cc1cc(C)n(CC(=O)n2c3ccccc3c3ccccc32)n1` is entered as Efflux pump inh: -0.1; Bcl-xL primary: 5; Fam108B counter: -4; MEX-5 binding: 0.6; EBNA-1 inhibitor: -11; GLD-1 TGE inh: 2; ZTA counter: -2; CR mimetic SO: 102; MCL1 BIM primary: -2
`COc1ccc(CNC(=O)c2ccc(Br)cc2)cc1` is entered as Efflux pump inh: 0.1; Bcl-xL primary: 0; Fam108B counter: 1; MEX-5 binding: -1.1; EBNA-1 inhibitor: -12; GLD-1 TGE inh: -2; ZTA counter: 6; CR mimetic SO: 102; MCL1 BIM primary: 3

Other results
SMILES | Efflux pump inh | Bcl-xL primary | Fam108B counter | MEX-5 binding | EBNA-1 inhibitor | GLD-1 TGE inh | ZTA counter | CR mimetic SO | MCL1 BIM primary
Cc1ccc(C(=O)CC2(O)C(=O)Nc3ccccc32)s1 (centres undefined) | 0.0 | 2 | -1 | -0.6 | -4 | 4 | -6 | 96 | 3
O=C(Cn1c(-c2ccccc2)noc1=O)Nc1ccc(N2CCCCCC2)cc1 | -0.1 | -1 | 8 | 0.4 | 1 | 9 | 4 | 96 | 3
CCOC(=O)c1c(C)[nH]c(C(=O)NCCc2ccc(OC)c(OC)c2)c1C | 0.0 | 7 | -1 | 1.1 | -10 | -5 | -1 | 89 | 16
C=CCOc1ccc(C(=O)CC)cc1OC | -0.1 | 3 | -6 | 2.4 | 3 | 4 | 15 | 80 | 0
CN1CCCN(C(=O)c2cc(-c3ccc(Cl)c(Cl)c3Cl)nc3ccccc23)CC1 | 0.0 | 1 | 1 | 0.4 | -12 | 5 | -22 | 93 | 2
